Screening data deposited in PubChem BioAssay by National Center for Advancing Translational Sciences (NCATS).
FEN1 inhibitor – blocks human flap endonuclease 1 | 0.35% of 390,000 active | P39748 | Potency, µM (top dose mostly 114 µM), inactives show at the top dose activity change, negative = inhibition, most hits filed as inhibitors | AID 588795 | Recombinant FEN1 flap cleavage, fluorescence, 15 min; also: nearly all actives have a fitted effect of over 65% in size
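Nuclease activity of 10 nM FEN1 was measured after 15 min of room-temperature exposure to titrated compounds, by adding 50 nM flap substrate and reading plates at 0 and 15 min.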
KAT2A inh – GCN5L2 (KAT2A) acetyltransferase inhibition. AID 504327. 0.21% of 390,000 active. Potency, µM (highest dose often 58.9 µM), inactives show top-dose activity change, negative = inhibition, actives largely listed as inhibitors. Q92830. GCN5L2 HAT assay, ThioGlo1 CoA-SH fluorescence
Target sequence (Q92830 whole entry, looked up): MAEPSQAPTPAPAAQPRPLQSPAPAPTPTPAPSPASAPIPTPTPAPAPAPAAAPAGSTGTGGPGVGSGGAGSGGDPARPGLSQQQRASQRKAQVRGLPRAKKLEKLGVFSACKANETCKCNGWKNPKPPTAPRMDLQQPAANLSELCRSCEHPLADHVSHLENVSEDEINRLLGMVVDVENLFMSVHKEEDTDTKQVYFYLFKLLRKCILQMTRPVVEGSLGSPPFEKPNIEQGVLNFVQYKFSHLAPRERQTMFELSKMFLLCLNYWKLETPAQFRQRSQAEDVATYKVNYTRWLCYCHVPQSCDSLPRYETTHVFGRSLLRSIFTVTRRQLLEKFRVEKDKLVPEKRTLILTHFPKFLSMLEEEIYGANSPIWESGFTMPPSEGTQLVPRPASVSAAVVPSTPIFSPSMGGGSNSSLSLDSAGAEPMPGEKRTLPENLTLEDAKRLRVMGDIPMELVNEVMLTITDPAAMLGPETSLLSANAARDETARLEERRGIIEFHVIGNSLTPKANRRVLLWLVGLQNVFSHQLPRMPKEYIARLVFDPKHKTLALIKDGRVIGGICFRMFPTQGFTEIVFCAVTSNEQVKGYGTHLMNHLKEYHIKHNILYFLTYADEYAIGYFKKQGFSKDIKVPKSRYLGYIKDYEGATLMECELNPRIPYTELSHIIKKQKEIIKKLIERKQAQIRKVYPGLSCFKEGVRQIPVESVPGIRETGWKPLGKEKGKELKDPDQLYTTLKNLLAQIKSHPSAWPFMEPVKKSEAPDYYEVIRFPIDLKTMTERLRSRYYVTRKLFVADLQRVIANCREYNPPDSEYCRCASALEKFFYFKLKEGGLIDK
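ThioGlo1-coupled HAT assay: 20nM GCN5L2, 70uM acetyl-CoA, 75uM H3(1-25) peptide, pH 7.5. Fluorescence read at 340/540nm at start and after 20 min at room temperature.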
DT40 TDP1 CPT – DT40-hTDP1 cell growth loss with CPT | chicken DT40 Tdp1-/-;hTDP1 cells + 20 nM CPT, ATP luminescence, 48 h | 12% of 420,000 active | Potency, µM (top dose mostly 46.2 µM), without a hit: top-dose activity change, negative = growth inhibition, actives largely listed as inhibitors; also: nearly all actives have a fitted effect of over 55% in size
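Chicken DT40 Tdp1-/- cells complemented with human TDP1, 400 cells/well, exposed to compounds plus 20 nM camptothecin for at least 48 h at 37 C; viability read as ATP content by CellTiter-Glo luminescence.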
An asterisk follows results filed as active; ? = inconclusive; nt = no result given; & = joins results of further samples. Calls follow the shape of the dose curve; as a rule, active = well fitted curve in the direction sought with a large enough effect; inconclusive = small, poorly fitted or top-dose-only effect, or another doubt; inactive = no such curve, though single readings can be large; an effect the other way counts as inactive or inconclusive. % is scaled to controls: 0 for no effect and ±100 for the full control effect; potency is read from the fitted curve at half-maximal effect. Only part of the results is shown; count on the stated rates, not on these rows.

The first 5 compounds, to show the layout:
Order of values: KAT2A inh	FEN1 inhibitor	DT40 TDP1 CPT
1	O=C(N/N=C/c1cccc2ccccc12)c1cccc(F)c1
→ -2%	4%	0%
2	NC(=O)C1CCN(C2CC(=O)N(Cc3cccs3)C2=O)CC1 (configuration not stated)
→ 0%	-3%	-25%
3	COc1ccc(-c2c(C(C)=O)c(C)nc3sc4c(=N)n(N)cnc4c23)cc1
→ 1%	-2%	26µM*
4	O=C(c1cnn(C(=O)c2cccc(S(=O)(=O)N3CCOCC3)c2)c1)c1ccccc1O
→ 0%	-9%	1%
5	Cc1ccc(CNC(C)(C)CO)cc1
→ -2%	3%	-3%

The listing, repeating the preview:
Order of values: KAT2A inh	FEN1 inhibitor	DT40 TDP1 CPT
1	O=C(N/N=C/c1cccc2ccccc12)c1cccc(F)c1
→ -2%	4%	0%
2	NC(=O)C1CCN(C2CC(=O)N(Cc3cccs3)C2=O)CC1 (configuration not stated)
→ 0%	-3%	-25%
3	COc1ccc(-c2c(C(C)=O)c(C)nc3sc4c(=N)n(N)cnc4c23)cc1
→ 1%	-2%	26µM*
4	O=C(c1cnn(C(=O)c2cccc(S(=O)(=O)N3CCOCC3)c2)c1)c1ccccc1O
→ 0%	-9%	1%
5	Cc1ccc(CNC(C)(C)CO)cc1
→ -2%	3%	-3%
6	Cc1cc(SCC(=O)Nc2ccc3[nH]c(=O)[nH]c3c2)nc2ccccc12
→ -5%	-9%	-16%
7	O=C(NCC1CC1)c1onc(CSc2ccncc2)c1C(=O)NCC1CC1
→ 27%	18%	?
8	O=C(Oc1coc(CSc2ncccn2)cc1=O)c1ccc(Br)o1
→ -1%	5%	24%
9	COC(=O)c1cc(NC(=O)CC2SCCNC2=O)cc(C(=O)OC)c1 (configuration not stated)
→ nt	-1%	12%
10	Cc1ccc(NC(=O)C2C3CCC(O3)C2C(=O)O)c(Br)c1 (configuration not stated)
→ -6%	-6%	7%
11	COc1cccc(-c2cc(C(=O)N3CCN(c4ccc(F)cc4)CC3)no2)c1
→ -2%&-6%	-14%&19%	1%&-12%
12	O=C(c1ccco1)N1CCN(C(=S)Nc2ccc(F)c(Cl)c2)CC1
→ -11%	10%	-27%
13	O=c1[nH]nc(Cc2ncc(C(F)(F)F)cc2Cl)c2ccccc12
→ 1%	1%	?
14	COc1ccc(OCCSc2nnc(-c3ccoc3C)n2C)cc1
→ -3%	-3%	?
15	O=C(CSc1nnc(-c2ccc3c(c2)OCO3)n1-c1ccccc1)c1ccccc1
→ -13%	3%	16µM*
16	CC1CC(C)CN(C(=O)c2ccc(CSc3nc4ccncc4[nH]3)cc2)C1 (configuration not stated)
→ 1%	19%	?
17	O=C(O)CCC(=O)N(Cc1cccnc1)Cc1cccc(F)c1
→ -3%	-7%	3%
18	Cc1oncc1C(=O)Nc1cccc2ccccc12
→ -15%	15%	-23%
19	CC1OC(OC2C(CO)OC(OCC3OC(OC(=O)[C@@]45CCC(C)(C)C[C@@H]4C4=CC[C@@H]6[C@@]7(C)CCC(OC8OCC(O)C(O)C8OC8OC(C)C(O)C(O)C8O)[C@@](C)(CO)C7CC[C@@]6(C)[C@]4(C)CC5)C(O)C(O)C3O)C(O)C2O)C(O)C(O)C1O (some centres not stated)
→ nt	9%	-7%
20	COc1ccc(CC(=O)N2CCc3cc(OC)c(OC)cc3C2COc2ccc(OC)cc2)cc1 (configuration not stated)
→ -2%	-1%	?
21	O=C(c1cnn(-c2ccc(F)cc2)c1-n1cccc1)N1CCN(c2ccc(Cl)cc2)CC1
→ -2%	-7%	nt
22	CCn1nc(C(=O)Nc2ccccc2C)c(Cl)c1Cl
→ -6%	2%	-28%
23	COC(=O)N=Nc1c(O)n(Cc2ccccc2)c2ccccc12
→ -7%	-1%	-23%
24	O=C(NC1CCCC1)C(c1ccccc1)N(C(=O)c1csnn1)c1ccccc1F (configuration not stated)
→ -1%	-3%	0%
25	O=c1oc2c(CN3CCCCC3)c(O)ccc2c2c1CCCCC2
→ ?	4%	2%
26	O=C(O)c1cc(-c2ccccc2)n(-c2ccc(F)cc2)n1
→ 3%	11%	-12%
27	Cc1ccccc1OCCCCCNCCO
→ -1%	9%	-8%
28	O=C(Nc1ccc(S(=O)(=O)N2CCCCC2)cc1)C1CC(=O)N(c2ccc(F)cc2)C1 (configuration not stated)
→ -6%	-13%	-7%
29	Cc1cc2nc(SCCOC(=O)Nc3ccccc3)nc(C)c2cc1C
→ -10%	-7%	?
30	O=C(CC1SC(=O)NC1=O)Oc1ccc(/C=N/NC(=O)c2ccccc2O)cc1 (configuration not stated)
→ 3%	9%	-1%

Given as tab-separated lines: part of the list above
cpd	Compound	KAT2A inh	FEN1 inhibitor	DT40 TDP1 CPT
11	COc1cccc(-c2cc(C(=O)N3CCN(c4ccc(F)cc4)CC3)no2)c1	-2%&-6%	-14%&19%	1%&-12%
12	O=C(c1ccco1)N1CCN(C(=S)Nc2ccc(F)c(Cl)c2)CC1	-11%	10%	-27%
13	O=c1[nH]nc(Cc2ncc(C(F)(F)F)cc2Cl)c2ccccc12	1%	1%	?
14	COc1ccc(OCCSc2nnc(-c3ccoc3C)n2C)cc1	-3%	-3%	?

Continuation:
Order of values: KAT2A inh	FEN1 inhibitor	DT40 TDP1 CPT
31	N/C(=N\OCC(=O)Nc1ccc(F)c(Cl)c1)c1ccccc1
→ -3%	-3%	23µM*
32	C=CCOc1ccc(C(=O)Nc2ccc3c(c2)n(C)c(=O)n3C)cc1
→ -7%	4%	-23%
33	Cn1c(NNC(=O)/C=C/c2ccc3c(c2)OCO3)cc(=O)n(C)c1=O
→ -37%	13%	6%
34	CCC(C)NS(=O)(=O)c1ccc(NC(=O)c2c(-c3ccccc3)noc2C)cc1 (configuration not stated)
→ -9%	-21%	?
35	Cc1cccc(NC(=O)CSc2nc3[nH]ncc3c(=O)[nH]2)c1
→ -2%	-2%	-2%
36	CN1CCN(C(=O)CSc2nc3c(c(=O)n(C)c(=O)n3C)n2C)CC1
→ -3%	-4%	3%
37	Cc1ccc(/C=N/n2c(-c3ccco3)n[nH]c2=S)cc1
→ -18%	0%	3%
38	Cc1c(Cl)cccc1NC(=O)Cn1nnc(-c2nc(-c3ccccc3)no2)c1N
→ -3%	5%	13%
39	COc1ccc(C(=O)NCC(=O)OCc2ccccc2F)cc1
→ -3%	5%	-2%
40	CCCn1c(=O)c2c(nc3n2CCCN3CCc2ccccc2)n(C)c1=O
→ 1%	4%	?
41	NC(=O)CC(NC(=O)Cc1ccc(Br)cc1)c1ccc(NC2CCCC2)c([N+](=O)[O-])c1 (configuration not stated)
→ -3%	-11%	?
42	O=C(NCCN1CCOCC1)c1ccncc1
→ -24%	2%	-1%
43	O=c1c(-c2ccccc2)coc2c(CN3CCOCC3)c(O)ccc12
→ -10%	-4%	-11%
44	Cc1ccc(C)c(NC(=O)CSc2nc(=O)n(CCN3CCOCC3)c3c2CCCC3)c1
→ -3%	4%	-12%
45	Cc1ccc(CCNC(=O)C2CCCN(C(=O)N(C)C)C2)cc1 (configuration not stated)
→ -13%	-12%	-32%
46	Cc1c(Cl)cccc1NC(=S)NCc1cccn1C
→ 3%	2%	?
47	CCOC(=O)N1CCC(=C(C#N)C(=O)Nc2cc(OC)ccc2OC)CC1
→ -2%	-6%	-2%
48	O=C1c2ccccc2-c2cccc(C(=O)N3CCCCC3)c21
→ 4%	2%	-6%
49	CC(C(=O)O)n1ncc2ccccc2c1=O (configuration not stated)
→ -3%	3%	?
50	O=C(O)CCc1ccc(-c2cccs2)n1CCC(=O)O
→ 2%	-1%	-4%
51	COC(=O)c1sccc1-c1ccc(C(=O)Nc2ccccc2)o1
→ ?	-10%	?
52	Cc1cccc(C)c1NC(=O)COC(=O)c1ccc([N+](=O)[O-])o1
→ 0%	?	-4%
53	Cc1ccc(NS(=O)(=O)c2ccc3[nH]c4c(c3c2)CCCCCC4)cc1C
→ -1%	-20%	?
54	N#Cc1cccc(CN2C=NS(=O)(=O)c3ccccc32)c1
→ -2%	1%	5%
55	Cc1ccc([C@H]2Nc3ccc(S(=O)(=O)Nc4cccc(Cl)c4C)cc3[C@H]3C=CC[C@H]32)cc1
→ -25%	12%	?
56	COc1ccc(S(=O)(=O)NC(C)C)cc1-n1cnnn1
→ -7%&-8%	-6%&4%	4%&6%
57	O=C(CC1C(=O)NCCN1Cc1c(F)cccc1Cl)NCCCN1CCCC1=O (configuration not stated)
→ ?	0%	11%
58	Cc1cccc(OCc2nnc(SCC(=O)c3c(N)n(C4CC4)c(=O)[nH]c3=O)o2)c1
→ -10%	4%	2%
59	CCOc1ccc(S(=O)(=O)N2CN(c3cccc(C(C)=O)c3)c3nc4ccccc4nc32)cc1
→ -3%	0%	-2%
60	CC1C(=O)N2CCCc3cc(S(=O)(=O)N4CCN(c5ccccc5F)CC4)cc1c32 (configuration not stated)
→ -5%	-12%	?

(cont.)
Order of values: KAT2A inh	FEN1 inhibitor	DT40 TDP1 CPT
61	Cc1ccc(S(=O)(=O)N2CCOCC2)cc1C(=O)N(Cc1nnc(-c2ccccc2Cl)o1)C1CC1
→ -9%	-7%	?
62	CC1=CC2=NC(=O)CC(C)(C(=O)N(CC(=O)NC(C)(C)C)C3CCCC3)N2C=C1 (configuration not stated)
→ -5%	-13%	-21%
63	CC1CCN(S(=O)(=O)c2ccc(NC(=O)CN3CCCCCC3)cc2)CC1
→ -3%	-5%	?
64	O=C(CS(=O)(=O)c1cn(CC(=O)N2CCCC2)c2ccccc12)Nc1ccccc1
→ -26%	-1%	-14%
65	COc1ccc2ccccc2c1/C=N\NC(=O)c1ccc(C)s1
→ -2%	-1%	?
66	O=C(Nc1ccnn1C1CCN(CCCc2ccccc2)CC1)c1cccc(F)c1
→ -4%	-2%	?
67	COc1cc(/C=C(\C#N)c2nc3ccccc3[nH]2)cc(Br)c1OCc1ccc(F)cc1
→ -6%	3%	?
68	Cc1cccc(CN2C3=NCCCN3c3ccccc32)c1
→ -20%	-3%	21µM*
69	Cn1nc(C(=O)NCc2cccnc2)c2ccccc2c1=O
→ 2%	3%	-12%
70	O=C(/C=C/c1ccccc1)OCc1ccccc1
→ -13%	nt	?
71	COc1ccccc1-n1nnnc1SCC(=O)NCC1(N2CCOCC2)CCCCC1
→ -10%	-12%	?
72	CC1CCCCN1C(=O)COC(=O)c1ccc(=O)n(Cc2ccccc2)n1 (configuration not stated)
→ -10%	-10%	-22%
73	NC(=O)C1CCN(C(=O)CCC(=O)c2cccs2)CC1
→ -3%	3%	9%
74	COc1ccc2cc(C(=O)C3CCCN(C(=O)c4snnc4C)C3)ccc2c1 (configuration not stated)
→ -10%	7%	16µM*
75	CCCCN(CC)S(=O)(=O)c1ccc2c(c1)n(C)c(=O)c(=O)n2C
→ 1%	17%	-20%
76	Cc1cnc(CNc2ncncc2-c2ccc(N(C)C)cc2)cn1
→ -4%	nt	?

Quoted at random: 6 compounds from above.
Order of values: KAT2A inh	FEN1 inhibitor	DT40 TDP1 CPT
68	Cc1cccc(CN2C3=NCCCN3c3ccccc32)c1
→ -20%	-3%	21µM*
74	COc1ccc2cc(C(=O)C3CCCN(C(=O)c4snnc4C)C3)ccc2c1 (configuration not stated)
→ -10%	7%	16µM*
62	CC1=CC2=NC(=O)CC(C)(C(=O)N(CC(=O)NC(C)(C)C)C3CCCC3)N2C=C1 (configuration not stated)
→ -5%	-13%	-21%
75	CCCCN(CC)S(=O)(=O)c1ccc2c(c1)n(C)c(=O)c(=O)n2C
→ 1%	17%	-20%
63	CC1CCN(S(=O)(=O)c2ccc(NC(=O)CN3CCCCCC3)cc2)CC1
→ -3%	-5%	?
66	O=C(Nc1ccnn1C1CCN(CCCc2ccccc2)CC1)c1cccc(F)c1
→ -4%	-2%	?
